CHOP inh – inhibitors of CHOP promoter induction, primary screen, cell-based, unfolded protein response, luciferase reporter | inhibition, % at 10 µM | CHO-K1 CHOP-promoter luciferase, tunicamycin-induced, 15-18 h | 3.8% of 220,000 active;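 active = compounds that reduced the stress-induced luciferase reporter signal by more than about 70% of percent inhibition, limit read from the data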;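 also: 0% = tunicamycin plus vehicle and 100% = wells without tunicamycin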
Runt-SMMHC FRET – inhibitors of RUNX1 Runt–CBFb-SMMHC binding, primary screen, biochemical, FRET, Cerulean-Runt, Venus-CBFb-SMMHC, uHTS; Runt-related transcription factor 1 (Homo sapiens) + Core-binding factor subunit beta …; Cerulean-Runt/Venus-CBFb-SMMHC FRET ratio 530/480, 1 h; inhibition, % at 20 µM; 0.74% of 220,000 active; AID 1434, 2008;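 active = mean inhibition across duplicate retests at 20 µM reaching about 50%, limit read from the data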;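 also: 0% = DMSO wells and 100% = wells with excess untagged CBFb-SMMHC; inhibitors lower the FRET ratio by blocking Runt binding to CBFb-SMMHC; some results filed as inactive read as strong as hits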
Target sequence (Q01196 whole entry, looked up): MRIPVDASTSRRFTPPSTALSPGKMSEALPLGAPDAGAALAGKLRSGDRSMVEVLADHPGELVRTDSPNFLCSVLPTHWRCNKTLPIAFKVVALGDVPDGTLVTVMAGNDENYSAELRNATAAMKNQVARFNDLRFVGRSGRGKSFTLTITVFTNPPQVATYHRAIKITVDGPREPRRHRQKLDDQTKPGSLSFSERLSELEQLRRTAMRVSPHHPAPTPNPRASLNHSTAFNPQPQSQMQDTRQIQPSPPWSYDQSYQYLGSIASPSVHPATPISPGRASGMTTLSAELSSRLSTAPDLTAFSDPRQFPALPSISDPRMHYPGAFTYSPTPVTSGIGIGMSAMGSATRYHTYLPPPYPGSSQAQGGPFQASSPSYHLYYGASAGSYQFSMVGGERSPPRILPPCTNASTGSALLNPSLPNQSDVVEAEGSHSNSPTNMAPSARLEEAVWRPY
Target sequence (Q13951 whole entry, looked up): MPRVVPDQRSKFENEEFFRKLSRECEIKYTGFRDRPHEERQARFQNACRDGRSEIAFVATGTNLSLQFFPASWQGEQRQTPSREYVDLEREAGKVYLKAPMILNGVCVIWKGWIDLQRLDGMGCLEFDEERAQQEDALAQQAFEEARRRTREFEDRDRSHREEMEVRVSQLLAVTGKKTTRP
EBV gp42 block – Epstein-Barr virus gp42 inhibitors, primary screen, biochemical, uHTS, fluorescence polarization. Glycoprotein 42 (Epstein-Barr virus (strain AG876)), Q1HVG2. 0.42% of 220,000 active. Fluorescence polarization binding assay, mP read-out. inhibition, % (tested at 21.74 µM); in the data active = inhibition above about 50%
Target sequence (Q1HVG2 whole entry, looked up): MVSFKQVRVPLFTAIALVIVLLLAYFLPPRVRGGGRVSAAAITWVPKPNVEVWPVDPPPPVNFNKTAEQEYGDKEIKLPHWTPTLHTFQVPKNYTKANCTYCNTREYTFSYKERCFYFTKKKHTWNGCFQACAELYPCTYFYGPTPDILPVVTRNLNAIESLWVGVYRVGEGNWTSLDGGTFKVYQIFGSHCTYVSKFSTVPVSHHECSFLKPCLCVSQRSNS
MDM2 E3 inh – MDM2-luciferase reporter signal enhancers, primary screen, MDM2 E3 ligase inhibitor project, cell-based, luminescence, 1536-well; 0.11% of 210,000 active; cell-based MDM2 ubiquitination luciferase reporter, 2 h; 0 = plate control, 100 = twice control, blank-subtracted; signal enhancement, % at 5 µM; E3 ubiquitin-protein ligase Mdm2 (Homo sapiens), Q00987; AID 1230, 2008;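 active = signal enhancement of 30% or more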;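 also: luminescence tracks abundance of the self-degrading MDM2-luciferase fusion protein; higher signal means inhibition of MDM2 E3 ligase activity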
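Test system: mammalian cells stably expressing self-ubiquitinating, self-degrading MDM2 E3–luciferase fusion; Amount: 2000 cells in each well; Medium: DMEM; Schedule: 4 h settle plus 2 h compound, 37 °C; Technique: SteadyLite luciferase luminescence after 15 min room-temperature reagent incubation; Benchmarks: plate control and blank wells.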
PPC-1+TRAIL kill – compounds killing PPC-1 cancer cells with TRAIL present, primary screen, TRAIL potentiator project, ATPLite luminescence, uHTS. PPC-1 cells + TRAIL, ATPLite viability luminescence. cell killing (% activity), % at 4 µM. 0.41% of 220,000 active;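 active = cell killing above 50% in the first pass at 4 µM, then a duplicate retest at 5 µM averaging 50% or more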;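 also: plate controls were cells with TRAIL plus DMSO for no effect and medium-only wells lacking cells for full effect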
zfTRPN1 agonist – zebrafish TRPN1 channel agonists, primary screen, cell-based, HEK293, calcium fluorescence; transient receptor potential cation channel N1 (TRPN1/NompC), Danio rerio; HEK293 zebrafish TRPN1-YFP, Fluo-8 calcium fluorescence; 100% = response to 87 µM carbachol; activation, % at 3 µM; 0.18% of 220,000 active;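 active = activation above its plate's cutoff, the mean activation of test wells on that plate plus 3 SD, cut at about 19% in these data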;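 also: 0% = DMSO alone and 100% = 87 µM carbachol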
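System: zebrafish TRPN1-YFP in HEK293 cells / Dosing: 3 µM single point / Timing: dye loading 1 h at 37 °C, then 30 min room temperature / Signal: Fluo-8 calcium fluorescence, excitation 470-495 nm, emission 515-575 nm / Read-out basis: percent activation from peak over basal fluorescence ratio, control-normalized / Control set: high carbachol 87 µM, low DMSO alone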
TNF necrop inh – inhibitors of TNF-alpha triggered necroptosis, primary screen, cell-based, Jurkat FADD-/-, single concentration; Jurkat FADD-/- TNF necroptosis rescue, ATP luminescence, 24 h; 0 = TNF only, 100 = no-TNF cells; AID 463075, 2010; 0.068% of 220,000 active; activation (protection from cell death), % at 10 µM;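 active = activation, meaning protection from cell death, of at least 50% relative to plate controls; inactive = activation below 50%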;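 also: necroptosis triggered by 40 ng/mL TNF-alpha added together with compound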
TRPML3 agonist – human TRPML3 channel agonists, primary screen, cell-based, HEK293 TRPML3-YFP, Fluo-8 calcium fluorescence, 3 µM; 0.29% of 220,000 active; activation, % at 3 µM; Mucolipin-3 (Homo sapiens), Q8TDD5; 100% = the carbachol control signal;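 active = activation above its plate's cutoff, the mean activation of the plate's test wells plus 3 SD, cut at about 12% in these data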;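 also: 0% = DMSO only wells and 100% = carbachol wells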
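Test system: HEK293 cells stably carrying human TRPML3-YFP; Doses: single dose, 3 µM final nominal compound, 0.3% DMSO final; Schedule: dye loading 1 h 37 °C then 30 min ambient, 125 s read; Technique: Fluo-8 calcium fluorescence; Benchmarks: high control carbachol 87 µM, low control DMSO.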
NCF1 inh – p47phox/p22phox peptide binding inhibitors, primary screen, biochemical, uHTS, NADPH oxidase regulatory subunit | inhibition, % at 24.7 µM | fluorescence polarization, 2 h | 0.53% of 220,000 active | Neutrophil cytosol factor 1 (Homo sapiens), P14598;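 active = inhibition above about 30%, limit read from the data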;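 also: 0% = p47phox with labelled peptide and 100% = labelled peptide alone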
* hit, by the source's call; . = not tested or not shown; + = active, no number. Outcome played no part in choosing rows; any-hit rate near 5.9%.

no.	smiles	CHOP inh	Runt-SMMHC FRET	EBV gp42 block	MDM2 E3 inh	PPC-1+TRAIL kill
1	C/C(=N\OCc1ccccc1C#N)c1cc2ccccc2o1	38	-3	2	0	14
2	Cc1cc(NCCCn2ccnc2)n2nc(-c3ccc(Cl)cc3)cc2n1	0	-2	3	-22	15
3	CCCCN(CC)Cc1ccc(CNC(=O)Nc2ccccc2)o1	10	2	10	-24	9
4	CCN(CC)Cc1ccccn1	16	-4	-13	-21	6
5	COc1ccc(S(=O)(=O)N2CCC(NC(=O)Nc3ccc(C)cc3)CC2)cc1	44	1	-6	5	8
6	Cc1cccc(NC(=O)C2=C(O)c3ccccc3N(C)S2(=O)=O)c1	-11	-7	-19	-19	-3
7	COc1ccccc1NC(=O)COC(=O)C1CCN(/C=C/C(=O)C(F)(F)F)CC1	-2	-1	2	-4	13
8	COc1ccc(OC)c(C2C(C(=O)O)c3ccccc3C(=O)N2C)c1 (centres undefined)	-8	-2	-4	-3	-12
9	O=C(Cn1cc(S(=O)(=O)Cc2ccccc2)c2ccccc21)Nc1ccccc1	28	-1	-6	-5	33
10	O=C(NC1CCCc2ccccc21)C1CCN(S(=O)(=O)c2cccc3nonc23)CC1 (centres undefined)	2	2	-16	-8	2

no.	zfTRPN1 agonist	TNF necrop inh	TRPML3 agonist	NCF1 inh
1	-0.8	0.5	0.3	-8
2	-0.4	2.2	0.3	-8
3	-1.6	3.5	0.7	-6
4	-1.4	1.4	-0.2	5
5	0.5	-4.4	1.0	-11
6	-0.3	-3.3	0.6	-9
7	0.3	2.4	-0.1	-7
8	0.4	0.0	0.0	-8
9	0.4	1.4	0.5	-13
10	0.4	0.0	-0.2	-5

New compounds follow
no.	smiles	CHOP inh	Runt-SMMHC FRET	EBV gp42 block	MDM2 E3 inh	PPC-1+TRAIL kill
11	Cc1ccc(C(=O)Cn2cncn2)cc1	15	0	-10	-6	-5
12	NS(=O)(=O)c1ccc(NC(=S)N2CCN(Cc3ccc4c(c3)OCO4)CC2)cc1	9	12	1	-3	19
13	COC(=O)C1(c2ccccc2)NC(c2ccc(O)cc2)C2C(=O)N(c3ccc4c(c3)OCO4)C(=O)C21 (centres undefined)	-19	-1	-9	.	7
14	O=[N+]([O-])c1cc(-c2cnc3ccccc3n2)ccc1Cl	39	-2	-19	2	16
15	NC(=O)CC1NC(=O)c2cc([N+](=O)[O-])cc(I)c2OCCC(C(N)=O)NC(=O)[C@@H]2CCCN2C1=O (some centres undefined)	1	1	0	.	12
16	O=C(CN1CCc2ccccc2C1)Nc1cc(S(=O)(=O)N2CCOCC2)ccc1N1CCCC1	18	-2	-9	-11	19
17	COc1ccc(-c2noc(CCC(=O)NC3CCCCC3)n2)cc1OC	3	-5	2	-28	13
18	CCc1ccc(S(=O)(=O)Nc2cccc(C3OCCCO3)c2)cc1	29	0	-14	-9	10
19	CC(=O)c1sc(NC(=O)C2COc3ccccc3O2)nc1C (centres undefined)	22	6	-28	-61	.
20	COc1ccc(OC)c(C(=O)NC(CC(N)=O)c2ccc(NCCN3CCOCC3)c([N+](=O)[O-])c2)c1 (centres undefined)	-2	0	-20	11	-10

no.	zfTRPN1 agonist	TNF necrop inh	TRPML3 agonist	NCF1 inh
11	1.2	1.5	0.8	-8
12	0.6	1.8	1.6	5
13	2.3	0.9	-0.5	8
14	0.7	0.2	0.0	-83
15	0.3	1.0	0.4	-8
16	-2.2	4.2	0.0	-15
17	1.8	0.7	0.8	4
18	1.4	0.5	1.0	-11
19	0.5	3.4	0.8	-7
20	.	1.0	.	-13

Ordered by the number under MDM2 E3 inh (smallest number first): some entries from above.
entry	SMILES	CHOP inh	Runt-SMMHC FRET	EBV gp42 block	MDM2 E3 inh	TRPML3 agonist	NCF1 inh
3	CCCCN(CC)Cc1ccc(CNC(=O)Nc2ccccc2)o1	10	2	10	-24	0.7	-6
8	COc1ccc(OC)c(C2C(C(=O)O)c3ccccc3C(=O)N2C)c1 (centres undefined)	-8	-2	-4	-3	0.0	-8
20	COc1ccc(OC)c(C(=O)NC(CC(N)=O)c2ccc(NCCN3CCOCC3)c([N+](=O)[O-])c2)c1 (centres undefined)	-2	0	-20	11	.	-13

(next part)
no.	smiles	CHOP inh	Runt-SMMHC FRET	EBV gp42 block	MDM2 E3 inh	PPC-1+TRAIL kill
21	O=C(NCc1ccccn1)c1ccc2c(c1)N(Cc1ccccc1)CCS2	30	0	-14	-13	-15
22	O=C(O)CN1C(c2ccccc2O)Nc2ccc(Br)cc2C1c1ccccc1 (centres undefined)	-12	-2	9	-1	-6
23	O=C(NCc1cccs1)c1nc2ncccn2n1	-19	0	2	3	2
24	COc1ccc2c(-c3ccccc3)cc(N3CCOCC3)nc2c1	11	-8	2	-3	12
25	CCCC/C(C)=N\NC(=O)CNS(=O)(=O)c1ccc([N+](=O)[O-])cc1	-12	-1	9	-10	19
26	CN(c1ccccc1)S(=O)(=O)c1cccc(NC(=O)Cn2cnc3c2c(=O)n(C)c(=O)n3C)c1	16	-8	-4	22	8
27	Cc1ccccc1C(=O)NC(CC(C)C)C(=O)OCC(=O)c1c(N)n(C)c(=O)n(C)c1=O (centres undefined)	7	1	-2	3	4
28	O=C(O)CCN1C(=O)CC(N2C(=O)/C(=C/c3ccc(Cl)cc3)SC2=S)C1=O (centres undefined)	14	-1	-1	6	36
29	COc1ccc(NC(=O)c2cc(-c3ccccc3Cl)no2)cc1	6	-5	-1	-11	0
30	O=S(=O)(c1ccccc1)N1c2cc(Cl)ccc2Oc2nc3ccccc3nc21	14	6	-12	9	21

no.	zfTRPN1 agonist	TNF necrop inh	TRPML3 agonist	NCF1 inh
21	-0.1	0.6	-0.6	-3
22	0.1	-1.0	0.3	-2
23	2.0	-1.4	0.5	3
24	-1.4	-7.4	0.4	-9
25	-0.3	-0.6	0.9	-8
26	1.2	-5.0	0.4	-2
27	0.9	-0.3	1.2	5
28	2.0	1.0	1.0	-11
29	0.8	-2.5	0.2	-7
30	-0.4	-1.2	0.2	-45

(next part)
no.	smiles	CHOP inh	Runt-SMMHC FRET	EBV gp42 block	MDM2 E3 inh	PPC-1+TRAIL kill
31	C=CCNC(=O)c1ccc(OC)cc1OC	1	6	-9	10	17
32	CCCc1nc2c(nnn2Cc2ccccc2)c(=O)[nH]1	14	3	-3	-13	2
33	C#CCn1cc(/C=N/NC(=O)c2cc3ccccc3o2)c2ccccc21	5	2	-10	-5	7
34	O=C(c1cc(-c2ccccc2)nc2ccccc12)N1N=C(C(F)F)CC1(O)C(F)F (centres undefined)	56	3	-13	-8	11
35	Cc1cccc(-n2nc3c(c2NC(=O)c2ccc(Br)o2)CSC3)c1C	-15	-2	-20	0	-11
36	Cc1ccc(-c2cc(C(=O)NCc3ccco3)c3ccccc3n2)s1	2	9	-9	-12	9
37	O=C(Cn1nnc(-c2cccc(C(F)(F)F)c2)n1)NC(=O)NCc1ccco1	90*	-5	-8	8	20
38	CCCC1Cc2c(sc3nc(SC)nc(N)c23)CO1 (centres undefined)	74*	-28	-20	-18	-14
39	NC(=O)NC(=O)CSc1nc2cc([N+](=O)[O-])ccc2n1-c1cccc(C(F)(F)F)c1	76*	-2	10	.	2
40	CCCn1c(SCCN2C(=O)c3ccccc3C2=O)n[nH]c1=O	16	-2	-13	-34	-9

no.	zfTRPN1 agonist	TNF necrop inh	TRPML3 agonist	NCF1 inh
31	0.0	-0.5	0.2	-7
32	1.4	-2.0	1.2	1
33	-1.2	2.5	0.1	-16
34	-0.8	1.8	1.5	-6
35	-0.3	0.8	-0.1	3
36	0.5	-6.8	-0.3	-20
37	-0.9	-2.0	0.0	-7
38	-0.2	-1.4	0.9	-11
39	-0.8	-1.3	-0.6	-1
40	2.1	-4.6	1.4	-8

(continued)
no.	smiles	CHOP inh	Runt-SMMHC FRET	EBV gp42 block	MDM2 E3 inh	PPC-1+TRAIL kill
41	COc1ccc(-c2nn(C)c(=O)[nH]2)cc1	-8	1	-9	3	1
42	CC(C)(C)NC(=O)Cn1c(=O)oc2ccc(Cl)cc21	-15	0	3	-14	.
43	COC(=O)c1ccc(CON2C(=O)c3ccccc3C2=O)cc1	-5	-7	-20	-11	17
44	O=C(CN1C(=O)COc2ccccc21)N1CCCc2ccccc21	5	-1	-15	-8	-15
45	O=C(/C=C/c1cccs1)Nc1cccc(NC(=O)/C=C/c2cccs2)n1	-32	1	-51	-18	28
46	CC(Sc1c[nH]c2ccccc12)C(=O)O (centres undefined)	-10	-6	1	-10	-1
47	CSc1nnc(-c2sccc2OCc2ccccc2)n1C	-6	0	-13	0	-31
48	Cn1c(=O)c(NCCc2ccccc2)c2c3c(cccc31)C(=O)c1ccccc1-2	67	-157	+	0	36
49	Cc1ccc(-c2nc(-c3ccccn3)no2)cc1[N+](=O)[O-]	23	1	-9	-63	34
50	O=C(Nc1cc(S(=O)(=O)Nc2ccccc2Cl)ccc1O)c1cc2c(s1)CCCC2	54	-4	-7	.	3
51	CCOc1ccc(C(=O)N2CCN(c3cnn(-c4ccccc4)c(=O)c3Cl)CC2)cc1	13	-1	0	-13	-7
52	O=C(CN1CCC(NC(=O)c2ccc(Br)cc2)CC1)NCc1cccs1	-6	4	-13	4	10
53	COC/C=C/C1=CC2=CC(=O)C(C)(OC(=O)c3ccco3)C(=O)C2=CO1 (centres undefined)	-23	-27	8	-5	6

no.	zfTRPN1 agonist	TNF necrop inh	TRPML3 agonist	NCF1 inh
41	0.3	-0.8	1.3	-6
42	1.4	4.1	-0.1	1
43	-0.8	-0.3	0.2	0
44	0.6	0.4	1.1	-6
45	2.9	-1.0	0.5	-121
46	-1.0	-0.2	0.7	-3
47	0.1	-2.9	-0.9	-7
48	126*	2.0	83*	-251
49	1.5	-0.1	0.5	-9
50	2.8	2.2	1.3	-9
51	0.6	4.2	0.2	-7
52	0.9	0.6	0.0	7
53	.	-0.5	.	-45
